Compound activity from PubChem BioAssay.
rCAG binder: binds r(CAG) RNA repeats; 370,000 compounds, 1.3% hits; inhibition, % at 3 µM; r(CAG) RNA repeat, TO-PRO-1 dye displacement fluorescence;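 active means inhibition above the plate cutoff, the mean of all test compounds on that plate plus 3 SD, cut at about 35% in these data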;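 further: 0% = DMSO alone and 100% = 100 µM mitoxantrone as full dye displacement; higher means more dye released from RNA so lower well fluorescence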
TCR-CD3 inh: blocks the human TCR-CD3 interaction; TAMRA-labeled TCR probe fluorescence, biochemical; inhibition, % at 9.4 µM; 360,000 compounds, 0.37% hits; AID 651800; in the data active means inhibition above about 19%;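 further: recombinant mutant TCR 2C K166C tagged with TAMRA read by polarization; 0% = receptor in buffer alone and 100% = receptor with positive control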
LEDGF integ inh: blocks HIV-1 LEDGF/p75-dependent DNA integration. AID 743269. 370,000 compounds, 0.64% hits. inhibition, % at 3.7 µM. TR-FRET IN-LEDGF/p75 DNA integration, Eu/Cy5;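 active means inhibition above the screen-wide mean plus 3 SD, cut at about 13% in these data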;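 further: signal is the Cy5 over europium emission ratio at 671 and 618 nm; 0% = plate median of compound wells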
ABHD4 inh: inhibits mouse alpha/beta hydrolase domain 4; Q8VD66; purified mABHD4, FP-Rh probe fluorescence polarization; inhibition, % at 8.92 µM; 370,000 compounds, 0.54% hits; AID 720543;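 active means inhibition exceeding the mean over every tested compound plus 3 SD, cut at about 30% in these data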;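 further: 0% = plate median of compound wells and 100% = S159A mutant with DMSO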
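Test system: mABHD4 protein; Read-out basis: % inhibition; Incubation: 45 min + 60 min at 25 °C; Repeats: single replicate; Technique: fluorescence polarization with parallel and perpendicular emission, 525/598 nm; Compound: 8.92 µM, single dose; Benchmarks: full inhibition S159A mutant plus DMSO, zero as sample-well median.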
HTRA1 inhibitor: HTRA1 (human) protease inhibition; inhibition, % at 5.96 µM; recombinant HTRA1, FP-rhodamine activity-based probe, fluorescence polarization; AID 504803; 340,000 compounds, 0.5% hits; in the data active means inhibition above about 36%;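 further: 0% = enzyme with DMSO and 100% = wells lacking enzyme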
Target sequence (Q92743 whole entry, looked up): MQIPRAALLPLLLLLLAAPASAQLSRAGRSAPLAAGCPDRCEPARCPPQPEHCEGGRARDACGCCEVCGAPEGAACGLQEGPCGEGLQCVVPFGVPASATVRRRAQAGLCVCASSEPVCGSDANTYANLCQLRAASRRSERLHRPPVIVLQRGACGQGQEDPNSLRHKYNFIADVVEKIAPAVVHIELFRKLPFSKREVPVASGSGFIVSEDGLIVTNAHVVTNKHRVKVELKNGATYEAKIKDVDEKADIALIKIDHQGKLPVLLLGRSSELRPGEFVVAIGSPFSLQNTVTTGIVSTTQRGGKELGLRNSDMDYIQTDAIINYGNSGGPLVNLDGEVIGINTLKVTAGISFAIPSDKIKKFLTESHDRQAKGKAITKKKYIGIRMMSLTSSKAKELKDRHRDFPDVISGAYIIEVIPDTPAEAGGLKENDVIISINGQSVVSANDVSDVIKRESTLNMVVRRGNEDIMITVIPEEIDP
PRMT1 inh: blocks human protein arginine methyltransferase 1; Q99873; recombinant PRMT1, activity-based probe fluorescence polarization; inhibition, % at 2.79 µM; 370,000 compounds, 1.3% hits; AID 652257;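 active means inhibition above about 21% made by adding two undisclosed values, limit read from the data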
TDP2 inh: blocks human TDP2 phosphodiesterase activity; O95551; recombinant TDP2, T5PNP hydrolysis, p-nitrophenol absorbance 415 nm; inhibition, % at 12.8 µM; 370,000 compounds, 0.34% hits; AID 720702;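 active means inhibition above the mean of all tested compounds plus 3 SD, set per campaign, cut at about 25% in these data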;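 further: 0% = DMSO with enzyme and 100% = buffer with substrate but no TDP2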
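Test system: Human TDP2 enzyme | Reagent: 5 mM T5PNP | Compound dosing: 12.8 µM single point, 1% DMSO | Incubation: Enzyme reaction with compound for 2 h at 37 °C | Technique: p-Nitrophenol epi absorbance | Read-out: % inhibition relative to enzyme-containing and enzyme-free wells | Benchmarks: High control without enzyme, low control DMSO plus TDP2 | Replicates: Singlicate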
PG9 binder: PG9 antibody binding by small molecule. AID 624416. inhibition, % at 6.7 µM. TR-FRET gp120-PG9 antibody binding. 360,000 compounds, 0.43% hits; in the data active means inhibition above about 8.5%
NR1D1 modulator: Rev-erb alpha (human) modulation | Rev-erbα–FITC-DNA binding, fluorescence polarization, 90 min | 370,000 compounds, 0.79% hits | activity, % at 10 µM;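 active means activity above about 14%, limit read from the data; passing the limit was not always enough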;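 further: 0% = DMSO wells with 35 nM protein and 100% = DMSO wells with 750 nM protein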
SIAE primary: blocks human sialic acid acetylesterase. Q9HAT2. AID 1053197. 370,000 compounds, 0.69% hits. inhibition, % at 9.66 µM. SIAE FP-Rh probe binding, fluorescence polarization;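 active means inhibition above a cutoff: mean of compounds within the control limits plus 3 SD of those, cut at about 17% in these data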;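 further: 0% = plate median of compound wells and 100% = probe without SIAE protein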
Target sequence (Q9HAT2 whole entry, looked up): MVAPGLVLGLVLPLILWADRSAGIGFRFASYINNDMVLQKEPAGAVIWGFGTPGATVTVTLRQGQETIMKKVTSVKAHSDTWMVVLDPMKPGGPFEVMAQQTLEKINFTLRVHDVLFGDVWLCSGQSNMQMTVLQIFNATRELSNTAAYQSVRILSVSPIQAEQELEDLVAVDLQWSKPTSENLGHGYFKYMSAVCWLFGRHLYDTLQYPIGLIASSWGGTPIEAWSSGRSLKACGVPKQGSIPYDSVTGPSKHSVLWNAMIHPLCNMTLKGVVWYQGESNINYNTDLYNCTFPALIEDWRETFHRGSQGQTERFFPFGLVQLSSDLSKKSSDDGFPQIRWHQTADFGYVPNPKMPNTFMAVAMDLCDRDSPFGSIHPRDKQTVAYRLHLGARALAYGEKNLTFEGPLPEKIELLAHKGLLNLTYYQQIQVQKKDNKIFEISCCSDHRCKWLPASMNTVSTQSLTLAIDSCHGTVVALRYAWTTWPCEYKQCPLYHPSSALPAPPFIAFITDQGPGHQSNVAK
* = called active by the depositor; · = not tested or not shown.

compound	rCAG binder	TCR-CD3 inh	LEDGF integ inh	ABHD4 inh	HTRA1 inhibitor	PRMT1 inh	TDP2 inh	PG9 binder	NR1D1 modulator	SIAE primary
Cc1cc(C(=O)CN2C(=O)NC3(CCCCC3)C2=O)c(C)n1Cc1ccco1	3	6	1	0	-5	0	2	-0.1	-8	-4
O=C(NC1CCCCC1)C(c1ccc(O)cc1)N(C(=O)c1cnccn1)c1cccc(F)c1 (configuration not stated)	-6	6	4	1	-5	-2	8	-2.4	3	0
Cc1ccc(S(=O)(=O)NC(=O)COc2ccc(Cl)cc2Cl)cc1	19	3	5	1	5	1	16	-1.0	-6	4
COc1ccc(NC(=O)COC(=O)CCc2ccc(S(=O)(=O)N3CCOCC3)cc2)c(OC)c1	2	3	3	2	-2	0	1	-0.1	-5	9
Cc1cc(C)n2nc(SCCC(=O)NCc3ccccc3)nc2n1	-2	1	-8	-1	3	3	-4	2.3	-3	-4
COc1ccc(-n2nc(C(=O)NCC(=O)Nc3cccc(Cl)c3)c3ccccc3c2=O)cc1OC	0	-3	-1	1	-1	0	2	39*	289*	-56
NC1(C(=O)O)CSSC1	2	2	2	-2	0	3	8	0.3	-5	4
Nc1cc([N+](=O)[O-])ccc1Nc1ccc(O)cc1	12	-2	7	6	-1	-2	-8	-12	14	14
N/C(=N\OC(=O)/C=C/c1ccccc1)c1ccccc1	0	-4	-3	1	-9	0	7	-1.0	0	-5
CSc1nc(N)c2c3c(sc2n1)COC(C(C)C)C3 (configuration not stated)	1	9	-1	-1	0	-2	6	4.4	19	-1
O=C(CNC(=O)c1cccc(F)c1)N/N=C/c1cccnc1	0	-10	0	-2	2	-2	-14	0.9	-2	0
c1ccc(-c2nnnn2CCOCCn2nnnc2-c2ccccc2)cc1	-6	1	1	-4	-4	-2	-3	-1.6	0	4
Cc1cc(C)c(O)c(-c2cc(C(=O)Nc3cccnc3)[nH]n2)c1	5	-5	-1	-28	-27	0	-6	-1.1	4	-21
O=S(=O)(NCc1ccc(F)cc1)c1cccc(S(=O)(=O)N2CCOCC2)c1	-2	0	4	0	-7	-1	2	0.7	-1	7
NS(=O)(=O)c1ccc(CCN=C(NS(=O)(=O)c2cccs2)c2ccccc2)cc1	-1	1	1	-2	0	1	7	0.3	0	6
N/C(=N\OC(=O)c1ccccc1)C(Cc1ccccc1)C(=O)NOC(=O)c1ccccc1 (configuration not stated)	5	-1	1	7	-7	-3	-19	-2.6	-6	-3
CC(C)(O)C(O)COc1c2ccoc2cc2oc(=O)ccc12 (configuration not stated)	1	0	6	6	14	-3	-9	0.2	-3	3
O=[N+]([O-])c1ccc2c(c1)CNc1ccccc1O2	0	3	3	-4	2	-3	1	-0.7	-3	10
Cc1ccc2c(c1)c1c(n2CC(O)Cn2nc(C)c(Br)c2C)C(=O)CCC1 (configuration not stated)	-1	9	-3	1	-2	-1	6	1.3	-4	0
CCCCn1cc(C(=O)c2cc(Br)ccc2O)cc(C#N)c1=O	7	6	5	-12	0	-1	-1	-2.0	-5	5
CC1CCC(C#N)(N(C)C(=O)CSc2nnc(C3CC3)n2C2CC2)CC1 (configuration not stated)	1	-16	-4	6	2	2	3	-0.2	0	4
CC1(C)CC(=O)C2=C(C1)NCN(Cc1ccccc1)C2	-4	1	2	3	0	0	11	0.0	2	8
CCOc1nc(-c2ccncc2)nc2ccccc12	-3	-2	0	5	-4	0	-8	1.0	-3	4
CCOC(=O)c1cc2ccc(OC(=O)c3ccco3)cc2oc1=O	4	-3	3	-1	0	6	-26	-0.1	0	-15
CN1CCN(C2=Cc3ccccc3Sc3cc(F)c(Cl)cc32)CC1	-7	9	-2	21	-24	0	-5	-1.6	-7	1
O=C(NCCc1ccccc1)c1ccccc1C(F)(F)F	2	-4	1	0	-1	2	4	-0.1	-2	0
CCCCCCCCNC(=O)c1cccnc1SCC(=O)Nc1ccc(OC)cc1OC	1	2	-6	0	0	2	3	-0.8	4	3
O=C(COc1ccccc1O)Nc1ccccc1Cl	-2	0	-2	3	2	0	10	0.2	-3	9
CC1(C(=O)NCC2CCCO2)Oc2cccnc2NC1=O (configuration not stated)	-2	3	4	3	2	0	3	0.8	1	-1
CCOc1ccc(OCC)c(NS(=O)(=O)c2cccc3nsnc23)c1	-4	-5	2	-6	2	0	4	1.8	3	-2

(more compounds)
compound	rCAG binder	TCR-CD3 inh	LEDGF integ inh	ABHD4 inh	HTRA1 inhibitor	PRMT1 inh	TDP2 inh	PG9 binder	NR1D1 modulator	SIAE primary
NNC(=O)Cn1nc(Cc2ccccc2)n(N)c1=O	-1	-7	-7	4	6	2	-3	-2.2	6	3
CC(C)CN1CCN(Cc2cnc(-c3ccc(Cl)cc3)nc2)CC1CCO (configuration not stated)	-9	4	1	-1	-2	-2	-4	0.2	0	-7
CN(C(=O)c1ccc([N+](=O)[O-])cc1)c1ccccc1C(=O)NCc1ccccc1	-6	-8	-2	1	7	1	6	1.0	-5	3
CC1C(=O)CCCCCCCCCC2C1(N1CCOCC1)CS2(=O)=O (configuration not stated)	7	-8	2	-9	1	5	-7	1.4	-1	0
NC(=S)Nc1ccc(Cl)c(Cl)c1	-3	-2	-3	4	-5	5	3	0.0	6	4
Cc1ccc2c(c1)cc(CN(Cc1ccc3c(c1)OCO3)C(=O)c1ccccc1)c1nnnn12	1	-4	2	3	7	-2	-4	-4.3	4	2
O=C(CCCc1c[nH]c2ccccc12)NCC1COc2ccccc2O1 (configuration not stated)	0	4	2	-3	3	9	11	-0.6	2	4
Nc1cc(S(=O)(=O)N2CCOCC2)ccc1N1CCCCC1	4	-7	-2	5	1	17	4	-0.4	-2	1
CN(C)c1ccc(C=O)c(Oc2ccccc2)c1	1	3	3	-6	-5	-5	-9	-1.2	6	0
COCCN(C(=O)COC(=O)CCC(=O)c1ccc(Cl)cc1)c1c(N)n(Cc2ccccc2)c(=O)[nH]c1=O	-4	-2	2	-3	-3	-2	-2	-2.5	0	-6
Cc1nc(-c2ccc(S(=O)(=O)N3CCN(CCc4ccccc4)CC3)s2)cs1	-3	4	0	-7	·	-2	-9	-1.0	-3	-5
COc1cc(Cl)cc(C2NC(=O)NC(C)=C2C(=O)NCc2ccccc2)c1O (configuration not stated)	-3	6	-1	3	-5	1	-2	0.7	-4	-2
O=c1[nH][nH]cc1C=Nc1ccc(Cl)cc1Cl	0	4	6	-7	13	1	13	-2.7	2	2
COc1ccc(NC(=O)C2CC(=O)N(CCc3ccc(F)cc3)C2)c(OC)c1 (configuration not stated)	-3	-1	-5	8	11	0	-19	-1.2	-7	5
CC(Oc1ccccc1)C(=O)Nc1c2c(nn1-c1ccccc1)CS(=O)C2 (configuration not stated)	-2	11	2	5	-2	0	-3	-2.3	3	-2
CCOC1=C2[C@@H](CN(S(=O)(=O)c3ccccc3C)[C@H]2c2ccc(Cl)cc2)[C@H]2C(=O)N(C3CCCCC3)C(=O)[C@H]2C1	21	4	-2	-16	·	1	-2	-1.6	-8	-20
COC(=O)/C(=N\Nc1ccccc1)Sc1nnc(-c2ccc(OC)cc2)n1C	3	1	2	3	3	0	-8	-1.5	0	8
CCOC(=O)c1ccc(S(=O)(=O)N2CCC(N3CCCCC3)CC2)cc1	2	0	-1	3	5	2	-3	-0.8	-1	1
COc1ccc(NC(=O)N2CCCc3ccccc32)c(OC)c1	-6	-3	-4	-1	4	2	-4	-4.5	-2	8
CC1(C(=O)NS(=O)(=O)c2ccc(C#N)cc2)CCN1C(=O)C1(c2ccccc2)CCCC1 (configuration not stated)	23	-5	-3	-2	·	-2	3	-2.1	9	2
O=S(=O)(c1ccccc1)N1CCN(S(=O)(=O)c2ccccc2)C1	-1	3	-1	10	-10	0	10	-3.1	-2	-3
CCN1CCN(C(=O)CCc2ccc(S(=O)(=O)NCCc3ccccc3)cc2)CC1	-8	5	2	-3	6	-3	2	-1.1	-6	14
Cc1ccc(OCC(=O)Nc2ccc(C(=O)Nc3ccccc3C(=O)O)cc2)cc1C	51*	11	0	-9	-19	0	1	0.1	-2	-38
CCN(CC(O)CON=C1c2ccccc2-c2ccccc21)S(=O)(=O)c1ccc(Cl)cc1 (configuration not stated)	8	-2	1	-58	-92	-1	2	-0.7	0	-72
O=C(COc1ccc(Br)cc1)NCc1cn2ccccc2n1	1	7	2	-3	6	-1	4	-0.8	1	4
CN(C)S(=O)(=O)n1cnc2ccccc21	2	5	0	3	6	-2	-2	0.3	-2	2
COc1ccc(NC(=O)COc2cccc3c2CCNC3=O)cc1	0	7	6	-4	0	-4	-8	1.0	-8	0
COC(=O)c1cc(Br)ccc1NC(=O)Nc1ccc(C)cc1	6	2	-3	4	0	-1	-2	0.1	1	-3
Cc1cc(C(=O)N2CCc3c([nH]c4ccccc34)C2c2c(F)cccc2Cl)no1 (configuration not stated)	0	4	1	3	-61	-1	-2	-1.9	3	-1
Cc1cccc(OCC(=O)Nc2ccc(C(=O)Nc3ccccc3C(=O)O)cc2)c1	25	4	7	-15	-44	-3	-13	0.3	-4	-43

Whole records, looked up by structure. Values in the order: rCAG binder	TCR-CD3 inh	LEDGF integ inh	ABHD4 inh	HTRA1 inhibitor	PRMT1 inh	TDP2 inh	PG9 binder	NR1D1 modulator	SIAE primary
`CC1C(=O)CCCCCCCCCC2C1(N1CCOCC1)CS2(=O)=O` (configuration not stated) reads 7	-8	2	-9	1	5	-7	1.4	-1	0
`Cc1ccc2c(c1)cc(CN(Cc1ccc3c(c1)OCO3)C(=O)c1ccccc1)c1nnnn12` reads 1	-4	2	3	7	-2	-4	-4.3	4	2

Next records follow.
compound	rCAG binder	TCR-CD3 inh	LEDGF integ inh	ABHD4 inh	HTRA1 inhibitor	PRMT1 inh	TDP2 inh	PG9 binder	NR1D1 modulator	SIAE primary
NNc1nc(C(F)(F)F)nc2ccccc12	3	1	-1	5	-3	0	11	2.1	-2	6
CC(=O)/C(C(=N)N1CCN(c2cccc(Cl)c2)CC1)=C(\C)O	0	5	3	-6	9	1	-6	-0.8	-6	3
COc1ccc(C2=CC(=O)C[C@H](c3ccc(F)cc3)C2)c(F)c1F	0	-6	4	10	-43	-1	-10	-0.1	-4	3
CC(C)C(=O)N1CCN(c2ccc(NC(=O)c3ccc4c(c3)OCCO4)cc2Cl)CC1	-2	4	-4	2	-1	0	16	-0.5	3	-2
COc1ccc(S(=O)(=O)N(Cc2nc3ccccc3c(=O)[nH]2)C2CCCC2)cc1	-3	1	0	-2	-4	1	-1	-1.0	-2	0
O=C(c1cccs1)N1CCN(S(=O)(=O)c2ccccc2)CC1	-1	-1	-3	3	1	0	-13	0.3	1	2

Single entries from above.
TCR-CD3 inh with COc1ccc(S(=O)(=O)N(Cc2nc3ccccc3c(=O)[nH]2)C2CCCC2)cc1 reads 1
PG9 binder with CC(=O)/C(C(=N)N1CCN(c2cccc(Cl)c2)CC1)=C(\C)O reads -0.8
rCAG binder with O=C(c1cccs1)N1CCN(S(=O)(=O)c2ccccc2)CC1 reads -1

Not all compounds are listed (hit frequency here may not be typical).
